# FBW7 act = human FBW7 E3 ligase activation, primary screen. Q969H0. AlphaScreen FBW7–phospho-cyclin E peptide binding, activator screen. normalized activity (activation), % at 26.1 µM. 0.13% of 650,000 active. AID 1259310; in the data active means normalized activity above about 1.9%;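 further: purified mutant Fbw7 with reduced substrate affinity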
# Target sequence (Q969H0 whole entry, looked up): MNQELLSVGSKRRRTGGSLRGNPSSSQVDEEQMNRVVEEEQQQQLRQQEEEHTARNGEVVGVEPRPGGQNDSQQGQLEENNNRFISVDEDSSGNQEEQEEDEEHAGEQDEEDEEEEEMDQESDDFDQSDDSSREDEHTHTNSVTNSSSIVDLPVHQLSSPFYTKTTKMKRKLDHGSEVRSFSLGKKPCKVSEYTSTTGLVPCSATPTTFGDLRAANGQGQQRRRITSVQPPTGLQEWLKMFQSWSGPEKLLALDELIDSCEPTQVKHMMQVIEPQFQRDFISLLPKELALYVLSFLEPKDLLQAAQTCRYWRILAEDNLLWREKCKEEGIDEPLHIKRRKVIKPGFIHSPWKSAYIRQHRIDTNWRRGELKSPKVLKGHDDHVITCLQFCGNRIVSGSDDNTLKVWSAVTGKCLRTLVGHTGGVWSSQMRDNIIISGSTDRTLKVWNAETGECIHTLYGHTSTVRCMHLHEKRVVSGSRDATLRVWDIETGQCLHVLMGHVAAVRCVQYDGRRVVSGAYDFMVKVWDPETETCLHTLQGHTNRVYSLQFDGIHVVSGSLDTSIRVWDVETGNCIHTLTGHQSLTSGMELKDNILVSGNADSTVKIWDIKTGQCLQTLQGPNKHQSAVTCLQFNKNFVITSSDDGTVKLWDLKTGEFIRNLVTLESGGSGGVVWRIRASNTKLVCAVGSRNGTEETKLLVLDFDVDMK
# GPR151 activ = human GPR151 activation | Q8TDV0 | PathHunter beta-arrestin GPR151 cells, luminescence | activation, % at 11.2 µM | 1% of 650,000 active; in the data active means activation above about 4.9%;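 further: 0% = median of compound wells and 100% = cells with positive control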
# Target sequence (Q8TDV0 whole entry, looked up): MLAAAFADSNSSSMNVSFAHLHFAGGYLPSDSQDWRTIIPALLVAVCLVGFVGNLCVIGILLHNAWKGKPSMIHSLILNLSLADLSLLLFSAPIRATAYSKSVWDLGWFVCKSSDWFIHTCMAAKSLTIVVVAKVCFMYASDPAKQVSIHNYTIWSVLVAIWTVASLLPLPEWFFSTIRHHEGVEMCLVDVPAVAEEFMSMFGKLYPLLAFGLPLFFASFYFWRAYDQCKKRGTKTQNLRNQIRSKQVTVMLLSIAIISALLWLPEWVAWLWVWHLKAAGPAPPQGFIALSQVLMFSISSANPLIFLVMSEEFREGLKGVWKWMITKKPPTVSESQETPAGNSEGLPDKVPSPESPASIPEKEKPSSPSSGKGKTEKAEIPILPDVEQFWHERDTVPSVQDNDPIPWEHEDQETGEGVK
# MITF primary = inhibitors of human MITF | AlphaScreen MITF homodimerization, bead proximity signal | inhibition, % at 2.6 µM | 0.91% of 650,000 active | AID 1259374; in the data active means inhibition above about 50%;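 further: 0% = vehicle wells with protein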
# TEAD-YAP block = TEAD-YAP interaction inhibition | 1.4% of 640,000 active | inhibition, % at 9.12 µM | HEK-TIYL cells, TEAD-Gal4/YAP UAS-luciferase luminescence; in the data active means inhibition above about 32%;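 further: 0% = median of test compound wells and 100% = reference inhibitor wells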
# Active calls of the source: *.
Molecule | FBW7 act | GPR151 activ | MITF primary | TEAD-YAP block
CC(C)(C)C(=O)Nc1ccc(C(=O)Nc2cc([N+](=O)[O-])ccc2O)cc1 | 0.0 | -1.5 | 7 | -5
c1ccc(-c2cn3c4ccccc4nc3n2-c2ccccc2)cc1 | 0.4 | 1.4 | 6 | 5
CC1=C(C(=O)Nc2ccc(C)cc2C)C(c2ccccc2Cl)n2ncnc2N1 (stereo not given) | -0.1 | 1.3 | 0 | 1
COc1ccc(C(=O)Oc2coc(CSc3nc(C)cs3)cc2=O)cc1 | -0.2 | 1.5 | -5 | 4
CC(C)c1ccc(OCc2nc(-c3ccncc3)no2)cc1 | 0.3 | 0.2 | 9 | -12
CCOc1ccc(C(=O)NC2CCCC2)cc1[N+](=O)[O-] | 0.1 | -1.1 | -27 | -14
CSc1ccn(-c2nc(-c3ccccc3)sc2-c2ccccc2)c(=O)n1 | 0.1 | 0.2 | -5 | 7
FC(F)(F)c1ccc(-c2cnnc(N3CCN(c4cnccn4)CC3)n2)cc1 | -0.2 | -0.6 | -8 | 8
Oc1ccc(-c2cnc3c(NCc4cccnc4)nccn23)cc1 | 0.1 | 0.0 | 5 | -25
C=CCn1c2ccccc2c2nnc(SC(CC)C(=O)N3c4ccccc4Sc4ccccc43)nc21 (stereo not given) | 0.0 | 4.8 | 11 | 16
CNC(=O)C(=O)Nc1ccc(OC)c(OC)c1 | 0.2 | 2.0 | -5 | -5
O=C(Nc1cccc(Cl)c1)c1cccc(NC(=O)c2ccccc2I)c1 | -0.1 | 1.9 | -4 | -2
CCOc1ccc(C(=O)NCCSc2c(C)[nH]c3ccccc23)cc1 | -0.1 | 1.2 | -3 | -4
COc1ccc(S(=O)(=O)NCC2(c3ccc(F)cc3)CC2)cc1Cl | 0.1 | 0.5 | 1 | -1
Cc1ccccc1NC(=O)CN(C)S(=O)(=O)c1ccc2[nH]c3c(c2c1)CCCC3 | -0.2 | 1.1 | 7 | 0
CCOC(=O)c1c(NC(=O)CC2Nc3ccccc3NC2=O)sc(C)c1C (stereo not given) | -0.1 | 0.1 | -10 | -34
O=C(O)c1ccccc1CSC1=NCCS1 | 0.8 | -1.7 | 16 | -3
O=C(Nc1cccc(-c2cn3c(n2)SCC3)c1)c1cccc2ccccc12 | -0.1 | -1.3 | -1 | -11
Cc1ccc(C(=O)/C=C\Nc2cccc([N+](=O)[O-])c2)cc1 | 0.4 | -0.6 | 14 | -48
CCOc1cc(/C=C2/C(=N)N3N=C(C)SC3=NC2=O)ccc1OCCOc1c(C)cccc1C | 0.0 | -0.5 | 13 | 14
CC1=NN(C(=O)c2ccccc2)C(C)(O)C1 (stereo not given) | 0.0 | -1.2 | -2 | -56
COCCNc1nc2nonc2nc1N1C[C@@H]2CCC[C@H]1C2 | 0.0 | 1.2 | 4 | 3
COc1cc(/C=C2/C(=N)N3N=C(C)SC3=NC2=O)ccc1OCCOc1cc(C)cc(C)c1 | -0.1 | -0.9 | 5 | 15
CCC(C)Sc1nnc(C)c2cnn(-c3ccccc3)c12 (stereo not given) | -0.1 | -0.1 | 9 | 17
O=C(O)C1C2C=CC(C2)C1C(=O)Nc1nccs1 (stereo not given) | 0.3 | -1.5 | -6 | -5
CNC(=O)c1ccc(NC(=O)COc2ccc(-c3nn(C)c(=O)c4ccccc34)cc2)cc1 | 0.0 | 1.2 | 7 | 3
CSc1ccc(CNCc2c(C(=O)O)n(Cc3ccccc3)c3cc(C)ccc23)cc1 | -0.3 | 0.7 | 0 | 17
CC(/C=C1N=C(/C=C/c2ccc(C)cc2)OC\1=O)=C\c1ccccc1 | 0.6 | 0.6 | -1 | -6
COc1cc(/C=C2\SC(=S)NC2=O)cc(I)c1O | -0.2 | 0.0 | 13 | 6
O=C(O)Cn1cc(Br)c(=O)[nH]c1=O | 0.0 | 0.0 | -4 | -5
CCCOc1ccc(/C=N/NC(=O)c2n[nH]c(=O)c3ccccc23)cc1OC | 0.1 | -1.8 | 2 | -6
O=C(O)c1ccc(Br)c(S(=O)(=O)N2CCc3ccccc32)c1 | -0.1 | -2.7 | -1 | 2
Clc1nc(NCc2ccccc2)c2ccccc2n1 | -0.1 | -0.5 | 0 | 10
CCS(=O)(=O)Nc1cccc(N2CCC(NCc3cccc(OC)c3OC)CC2)c1 | 0.1 | -0.4 | 12 | -3
CC(C)(C)NC(=O)CSc1nnnn1-c1ccc(C(=O)O)cc1 | 0.0 | 2.0 | 15 | 0
CCn1nnc2c(N3CCN(CC(=O)Nc4ccc(F)cc4)CC3)ncnc21 | 1.2 | -0.7 | 26 | 6
Cc1ccc2nc(-c3ccc(NC(=O)COC(=O)c4c(C)noc4C)cc3)sc2c1 | -0.1 | 2.1 | -8 | -16
COc1cccc(/C=C2\N=C(c3cc([N+](=O)[O-])ccc3Cl)OC2=O)c1 | 0.1 | 0.0 | -2 | -7
O=C(O)CSc1nc2ccccc2o1 | -0.1 | -0.7 | 0 | -3
COc1cccc(C2NC(=O)NC(C)=C2C(=O)Nc2ccc(Cl)cc2)c1 (stereo not given) | -0.2 | -0.2 | -8 | -1
O=C(Nc1ccccc1C(F)(F)F)c1coc(=O)c2ccccc12 | 0.2 | -0.4 | 18 | 1
CC(=O)NS(=O)(=O)c1ccc(-c2ccc(/C=C3/C(=O)N(CCO)C(=O)C(C#N)=C3C)o2)cc1 | -0.3 | 0.7 | 8 | 0
C=Cc1ccc(Cn2c(C(=O)O)c(CNCc3ccc(F)cc3)c3ccccc32)cc1 | 0.2 | 0.9 | 4 | 20
COCc1ccc(C(=O)N2CCCC(CCC(=O)NCc3ccc(C)o3)C2)s1 (stereo not given) | -0.2 | -0.9 | -3 | -17
COc1ccc(C2CC(=O)C3=C(C2)Nc2ccccc2NC3c2ccc3c(c2)OCO3)cc1OC (stereo not given) | 0.2 | -0.3 | -1 | 1
COc1ccc(S(=O)(=O)n2nc(OC(=O)c3ccccc3C)cc2N)cc1 | -0.1 | -0.2 | -8 | 3
CCCc1ccc(OCC(=O)NNC(=O)COc2ccccc2C)cc1 | 0.2 | 0.1 | 4 | 8
O=C(Cn1c(=O)oc2cc(S(=O)(=O)N3CCOCC3)ccc21)NC1CCCCCC1 | 0.0 | -0.8 | -5 | 9
Cc1cc(O)c(C(c2cccc(F)c2)N2CCCCC2)c(=O)n1Cc1cccnc1 (stereo not given) | 0.0 | -0.6 | 13 | -7
O=C(/C=C/c1ccc([N+](=O)[O-])cc1)c1ccc(F)cc1 | -0.1 | -0.7 | 3 | -15

# Next section.
# Below each compound – FBW7 act | GPR151 activ | MITF primary | TEAD-YAP block
Cc1ccc(S(=O)(=O)n2nc(C#N)c(C#N)c2N)cc1
    0.2 | -1.2 | -4 | -6
Cc1cccc(N2CCN(C(=O)Nc3ccc(F)cc3)CC2)c1C
    0.0 | -0.8 | 6 | -30
OCCC1CN(Cc2cccc3ncccc23)CCN1Cc1ccccc1 (stereo not given)
    0.0 | -0.5 | 12 | 5
Cc1cc(C)nc(SCc2ccccc2)n1
    -0.1 | -0.9 | 3 | -5
COc1ccccc1-c1cc2ccccc2oc1=O
    0.1 | -0.2 | 2 | -13
COc1ccccc1CNC(=O)c1sc2nc(C)nc(N3CCN(c4ccccn4)CC3)c2c1C
    0.7 | -0.3 | 22 | -3
CCC(CC)C(=O)N1CCC(C2(C)NC(=O)N(Cc3cccc(OC)c3OC)C2=O)CC1 (stereo not given)
    -0.2 | 1.5 | 4 | -3
CCCCC(C(=O)Nc1ccc([N+](=O)[O-])cc1)N1C(=O)C2C3c4ccccc4C(c4ccccc43)C2C1=O (stereo not given)
    1.0 | -1.6 | 23 | -4
CN(C)S(=O)(=O)NCC1CCCN(CC#Cc2ccccc2)C1 (stereo not given)
    0.6 | -1.6 | 17 | -5
COc1cccc(C=Nc2ccc(C#N)cc2)c1O
    0.4 | -0.6 | -3 | -7
c1c(CNc2nc3nonc3nc2N2CCCCC2)nc2n1CCS2
    0.0 | -1.4 | 7 | 1
Cc1ccc(C(=O)NCc2n[nH]c(=S)n2-c2cccc(C(F)(F)F)c2)cc1C
    0.3 | -0.6 | -13 | -14
COc1ccc(CCNC(=O)CCCn2c(=S)[nH]c3ccccc3c2=O)cc1OC
    0.0 | -0.8 | 4 | -9
C=CCOc1ccc(/C(O)=C2/C(=O)C(=O)N(CCCN(C)C)C2c2ccc(C(C)C)cc2)c(C)c1 (stereo not given)
    -0.4 | -0.1 | -5 | 2
Cc1ccccc1CC1(CO)CCCN(C(=O)c2cccc(N3CCOCC3)c2)C1 (stereo not given)
    0.1 | 1.8 | -11 | -15

# Retrieved one by one from the entries so far (3):
# Below each compound – FBW7 act | GPR151 activ | MITF primary | TEAD-YAP block
c1c(CNc2nc3nonc3nc2N2CCCCC2)nc2n1CCS2
    0.0 | -1.4 | 7 | 1
Cc1ccc(S(=O)(=O)n2nc(C#N)c(C#N)c2N)cc1
    0.2 | -1.2 | -4 | -6
CCC(CC)C(=O)N1CCC(C2(C)NC(=O)N(Cc3cccc(OC)c3OC)C2=O)CC1 (stereo not given)
    -0.2 | 1.5 | 4 | -3

# Next section
# Below each compound – FBW7 act | GPR151 activ | MITF primary | TEAD-YAP block
COc1ccc([N+](=O)[O-])cc1NS(=O)(=O)c1ccc(SC)cc1
    -0.2 | -0.8 | -3 | 8
CCC(=O)Nc1ccc(-c2csc(C)n2)cc1
    0.8 | -2.8 | 8 | -15
CN(Cc1nc(-c2cccnc2)no1)C(=O)CC1C(=O)NCCN1Cc1ccccc1F (stereo not given)
    0.3 | 0.8 | 10 | 0
CCN(C(=O)c1c(-c2c(Cl)cccc2Cl)noc1C)c1ccccc1C
    -0.2 | 0.1 | -1 | 3
CCOC(=O)C1=C(C)N=c2s/c(=C\c3cc(Br)c(OC)c(OC)c3)c(=O)n2C1c1ccc2c(c1)OCO2 (stereo not given)
    0.0 | -1.6 | -10 | -18
CCOC(=O)C1=C(C)Nc2nnnn2C1c1ccccc1 (stereo not given)
    0.2 | 0.7 | 1 | 9
CCN1CCCC1CNC(=O)c1ccc2c(c1)N(C)CCS2 (stereo not given)
    0.7 | -1.8 | 17 | -3
CC(=O)c1sc(Nc2ccc(N(C)C)cc2)nc1C
    -0.3 | -0.2 | 16 | -60
C=CCSc1nnc2c(n1)OC(c1cccc(OC)c1OCC(=O)O)Nc1ccccc1-2 (stereo not given)
    0.0 | -1.5 | -10 | -56
CCn1c(C(=O)O)c(CC(=O)N2CCN(c3ccccc3)CC2)c2ccccc21
    0.0 | -0.3 | 3 | 4
CCOC(=O)C1=C(C)N=c2s/c(=C/c3ccco3)c(=O)n2C1c1ccc(OC(C)=O)c(OC)c1 (stereo not given)
    0.3 | 0.6 | 20 | 4
O=C(NNC(=O)C1C2CCCCC21)c1ccccc1I (stereo not given)
    0.0 | -0.5 | 14 | -16
COc1ccc(OC)c(C2/C(=C(/O)c3ccccc3)C(=O)C(=O)N2c2ccc(F)cc2)c1 (stereo not given)
    0.0 | 0.4 | 3 | -4
Cc1cc(C)n(-c2nc3nonc3nc2-n2nc(C)cc2C)n1
    0.1 | -0.3 | 2 | -7
Cc1ccccc1C(=O)Nc1c2c(nn1-c1cccc(Cl)c1)CSC2
    0.0 | 0.1 | -2 | 10

# Reprinted from the part before: two compounds, followed by the next part.
# Below each compound – FBW7 act | GPR151 activ | MITF primary | TEAD-YAP block
Cc1cc(C)n(-c2nc3nonc3nc2-n2nc(C)cc2C)n1
    0.1 | -0.3 | 2 | -7
Cc1ccccc1C(=O)Nc1c2c(nn1-c1cccc(Cl)c1)CSC2
    0.0 | 0.1 | -2 | 10
CC(=O)c1ccc(NC(=O)c2ncoc2-c2cccc(Cl)c2)cc1
    0.2 | -0.4 | 12 | 6
Cc1cc(I)ccc1NC(=O)c1ccc([N+](=O)[O-])cc1Cl
    0.0 | -0.6 | -10 | -9
CS(=O)(=O)N1CCN(C(=O)c2cc(Cl)ccc2Cl)CC1
    -0.1 | 2.5 | 2 | 3
CC1Oc2ccccc2N(CC(=O)Nc2ccccc2F)C1=O (stereo not given)
    -0.2 | 0.2 | -9 | -7
CC(C)NC(=O)COC(=O)c1ccc(OS(=O)(=O)c2cccc([N+](=O)[O-])c2)cc1
    -0.2 | -0.9 | 4 | -4
Cc1ccc(N2C(=O)CSC2c2cccc(Br)c2)cc1Cl (stereo not given)
    -0.1 | -1.3 | -5 | -12
Cc1cc(=O)n(CC(=O)Nc2ccc(F)cc2)c(-n2nc(C)cc2C)n1
    1.3 | -2.7 | 21 | -1
CC(=O)c1cc2c(cc1NC(=O)c1nccnc1C(=O)O)OCO2
    -0.1 | -0.2 | -1 | 1
c1ccc(C2Oc3ccccc3C3CC(c4cccs4)=NN32)nc1 (stereo not given)
    0.0 | 0.3 | 1 | 5
COc1ccc(C2=NN3C(C2)c2cc(OC)ccc2OC3c2cccc(OC)c2)cc1 (stereo not given)
    -0.2 | -0.5 | 4 | -30
COc1cc(/C=C2/C(=O)NN(c3ccccc3)C2=O)cc(Cl)c1O
    0.0 | -0.3 | 10 | 6
COc1cc(OC)c(C2NC(=O)C(C)S2)c(OC)c1 (stereo not given)
    -0.1 | 0.5 | 0 | -8
Cc1ccccc1Cn1cc(NC(=O)c2noc(C(C)C)c2[N+](=O)[O-])cn1
    0.1 | -0.2 | 8 | 24
COc1cccc(-c2nc3sc4c(c3c(=O)[nH]2)CCCC4)c1O
    0.7 | -0.8 | -15 | 22
CC(C)(C)NC(=O)CCN(N)C1=NS(=O)(=O)c2ccccc21
    0.4 | 0.0 | 3 | 6
CCCSc1nnc2c(n1)OC(c1cc(OC)c(OC)c(OC)c1)N(C(C)=O)c1ccccc1-2 (stereo not given)
    -0.2 | 0.3 | 1 | 0
CC1CCCCN1c1ncccc1C(=O)N1CCOCC1 (stereo not given)
    0.1 | -0.2 | 11 | 3
CCN(CC)CCN(C)Cc1cc(OC)c(O)c([N+](=O)[O-])c1
    0.1 | -1.6 | 1 | 13
Cc1sc2nc(C3CC3)n(C3CCN(CC(=O)N(C)C)CC3)c(=O)c2c1C
    -0.1 | -0.7 | -1 | -4
